Bioassay records: PubChem, several laboratories
MCL1-BIM inh – inhibitors of human MCL1 binding to BIM-BH3 peptide; Q07820; GST-MCL1 / FITC-Bim-BH3 fluorescence polarization; inhibition, % at 10.9 µM; actives 0.68% (n = 320,000); AID 2057;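 active means inhibition above the mean inhibition of all tested compounds plus 3 SD, set per campaign, cut at about 40% in these data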;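 further: 0% = DMSO wells and 100% = unlabeled Bim-BH3 peptide control; higher means more loss of mP so more displacement of Bim peptide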
Target sequence (Q07820 whole entry, looked up): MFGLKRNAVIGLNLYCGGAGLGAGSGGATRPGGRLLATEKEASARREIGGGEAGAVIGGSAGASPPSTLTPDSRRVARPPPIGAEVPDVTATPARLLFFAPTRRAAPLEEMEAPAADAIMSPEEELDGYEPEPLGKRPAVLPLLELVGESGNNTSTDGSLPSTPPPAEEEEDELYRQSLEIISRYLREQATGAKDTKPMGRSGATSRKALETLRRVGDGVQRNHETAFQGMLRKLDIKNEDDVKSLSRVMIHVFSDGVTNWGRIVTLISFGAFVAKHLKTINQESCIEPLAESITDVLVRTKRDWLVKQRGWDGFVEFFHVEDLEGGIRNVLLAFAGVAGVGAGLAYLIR
Fam108B counter – blocks mouse Fam108B hydrolase in RBBP9 counter-screen | actives 0.33% (n = 300,000) | recombinant Fam108B, FP-Rh probe fluorescence polarization | inhibition, % at 9.51 µM;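 active means inhibition above the screen mean inhibition plus 3 SD, computed separately per campaign, cut at about 18% in these data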;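 further: inhibitors lower polarization as less probe binds the enzyme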
GRK2 inh – human GRK2 inhibition via aptamer displacement. P25098. bead flow cytometry, FAM-aptamer displacement from GRK2. inhibition of aptamer binding, % at 10 µM. actives 0.59% (n = 330,000). AID 488847;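 active means inhibition of aptamer binding above 40%, roughly 3 SD of noise, on plates passing a quality check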;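 further: median bead fluorescence of bound FAM aptamer so fluorescent compounds give negative values; no value below 0 was filed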
BCLXL inh – Bcl-xL (human) inhibition | Q07817 | GST-Bcl-xL / FITC-Bim BH3 peptide fluorescence polarization | inhibition, % at 10.9 µM | actives 0.7% (n = 320,000);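 active means inhibition above the mean of all tested compounds plus 3 SD, cutoff set per campaign, cut at about 30% in these data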;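 further: 0% = DMSO wells and 100% = unlabeled Bim-BH3 peptide competitor; inhibitors lower millipolarization by displacing the labeled peptide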
Target sequence (Q07817 whole entry, looked up): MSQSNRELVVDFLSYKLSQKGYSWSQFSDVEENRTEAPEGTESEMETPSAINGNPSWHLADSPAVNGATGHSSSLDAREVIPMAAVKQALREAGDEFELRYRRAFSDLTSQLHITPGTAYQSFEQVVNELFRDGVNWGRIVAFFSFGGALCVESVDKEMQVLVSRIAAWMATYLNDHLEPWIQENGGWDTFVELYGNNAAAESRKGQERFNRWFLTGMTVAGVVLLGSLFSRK
VLA-4 inh – inhibition in a human VLA-4 binding assay; P13612; VLA-4 expressing cells, ligand binding flow cytometry; inhibition, % (about 7 µM as worked out from the volumes in the protocol); actives 0.2% (n = 330,000); AID 2557; in the data active means inhibition above about 50%
AGP1-GFP MLPCN – alters AGP1-GFP fluorescence in TOR pathway yeast screen; S. cerevisiae AGP1-GFP multiplex flow cytometry, 3 h; GFP as percent of DMSO wells; GFP response vs DMSO, % at 10 µM; actives 0.02% (n = 320,000);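 active means GFP response relative to DMSO above a set limit, near screen average plus 3 SD, cut at about 150% in these data; inconclusive means fewer than 70 cells counted for the yeast strain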;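 further: median GFP channel fluorescence of the gated AGP1 strain per well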
GLD-1 RNA inh – GLD-1-TGE RNA interaction inhibition (C. elegans); inhibition, % at 5.96 µM; actives 0.44% (n = 320,000); purified GLD-1 + fluorescein TGE RNA, fluorescence polarization;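 active means percent inhibition above a per-plate cutoff, the plate mean of test compounds plus 3 SD, cut at about 30% in these data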;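 further: 0% = DMSO wells with GLD-1 and probe and 100% = wells lacking GLD-1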
CIT2-GFP yeast – alters CIT2-GFP fluorescence in TOR pathway yeast screen; S. cerevisiae CIT2-GFP strain, flow cytometry, 3 h; 100 means same as DMSO wells; GFP response vs DMSO, % at 10 µM; actives 0.065% (n = 320,000); AID 2029;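 active means GFP response relative to DMSO above a set limit, near the screen mean plus 3 SD, cut at about 150% in these data; inconclusive means Fewer than 70 cells measured for a yeast strain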;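 further: ratio of well median GFP fluorescence to mean of DMSO wells on the plate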
MEX-5 binding – C. elegans MEX-5 TCR-2 RNA binding activity; AID 1832; actives 0.38% (n = 300,000); Q9XUB2; MEX-5/FITC-TCR2 RNA binding, fluorescence polarization; active compounds read low; activity score (negative = inhibition of binding), % at 10 µM;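 active means inhibition past about -25% in most replicates, and total fluorescence under double the plate's negative control median, limit read from the data; inconclusive means replicates evenly split on the limit, or fluorescence at least double controls; inactive means too little inhibition in most replicates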;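 further: 0% = DMSO and -100% = 5 µM competing unlabeled TCR2 RNA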
Target sequence (Q9XUB2 whole entry, looked up): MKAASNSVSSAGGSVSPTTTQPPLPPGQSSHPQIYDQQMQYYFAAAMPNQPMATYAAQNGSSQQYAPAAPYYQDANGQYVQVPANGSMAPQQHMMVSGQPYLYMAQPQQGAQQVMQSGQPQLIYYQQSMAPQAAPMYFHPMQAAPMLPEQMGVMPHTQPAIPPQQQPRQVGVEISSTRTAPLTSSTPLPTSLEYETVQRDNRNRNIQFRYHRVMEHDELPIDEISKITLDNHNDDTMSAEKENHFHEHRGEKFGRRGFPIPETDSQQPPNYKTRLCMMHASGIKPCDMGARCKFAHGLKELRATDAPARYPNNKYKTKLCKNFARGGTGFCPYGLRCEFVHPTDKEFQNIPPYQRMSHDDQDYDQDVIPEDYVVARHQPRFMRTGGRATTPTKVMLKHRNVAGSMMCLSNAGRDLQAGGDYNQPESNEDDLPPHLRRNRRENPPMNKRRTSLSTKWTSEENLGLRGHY
An asterisk follows results filed as active; ? = inconclusive; . = no result given.

SMILES	MCL1-BIM inh	Fam108B counter	GRK2 inh	BCLXL inh	VLA-4 inh	AGP1-GFP MLPCN	GLD-1 RNA inh	CIT2-GFP yeast	MEX-5 binding
CC1CCN(C(=O)CSc2nnc3ccc(-c4cccnc4)nn23)CC1	3	-2	0	5	-1	106	4	85	-3.5
CCOC(=O)Cc1csc(N/C(=N/S(=O)(=O)c2ccc(F)cc2F)c2ccccc2)n1	4	-3	6	7	10	99	4	99	-0.1
CCN(CC(=O)NC(C)C)C(=O)CCNC(=O)c1ccc(Cl)cc1	8	-2	0	2	6	109	7	104	2.6
CCOC(=O)CSc1nc(C)cc(C)c1C#N	-5	-2	0	-3	-6	90	0	95	2.3
O=C(Nc1ccccc1O)c1ccc(Cl)cc1	1	-1	0	3	9	96	6	90	1.5
Cc1nc2sc(C(c3cccs3)N3CCN(c4cccc(Cl)c4)CC3)c(O)n2n1 (centres undefined)	11	2	1	5	15	99	7	92	-1.1
FCCCOc1ccc(-c2nccc(-c3ccc(Cl)cc3)n2)cc1	8	-10	3	1	1	100	2	92	1.4
Cc1nnc(NC(=O)C2CCCC2)s1	7	1	2	4	23	100	3	98	1.2
Cc1nn(CC(=O)N2CCN(C34CC5CC(CC(C5)C3)C4)CC2)c(C)c1[N+](=O)[O-]	6	0	0	7	8	98	-4	102	2.4
Cc1nn(CC(=O)NC2CCCCC2)c(=O)c2cccn12	-3	2	0	6	-2	105	-1	100	-0.8
O=C(NNC(=O)C1CC1)c1cc(Cl)nc2ccccc12	-4	0	75*	0	8	?	-4	?	0.4
CCOC(=O)Cc1csc(NC(=O)Nc2ccccc2)n1	6	1	1	1	12	97	5	91	2.8
Cc1ccc(-c2csc(N3CCN(c4cc5c(cc4Cl)nc(-c4ccncc4)n5CCOCCO)CC3)n2)cc1	-11	-1	5	-8	4	78	-5	81	0.5
COc1ccc(S(=O)(=O)N(CCCN2CCCC2=O)Cc2cc3c(C)ccc(C)c3[nH]c2=O)cc1	0	-5	0	-6	8	111	-1	106	1.1
Cc1ccc(NC(=O)Nc2ccc3c(c2)nc(C)n3C)cc1	8	2	2	8	-1	107	6	102	-2.1
O=[N+]([O-])c1ccc(Cc2ccncc2)cc1	4	0	1	3	-6	101	3	97	0.5
O=C(c1ccc(Cl)cc1Cl)N1CCC(C(=O)N2CCOCC2)CC1	4	0	2	3	-1	100	2	106	0.5
Cc1ccc(CN2CCNC(=O)C2CC(=O)NC2CCCCCC2)cc1 (centres undefined)	3	2	0	6	4	100	0	.	1.8
S=C(Nc1ccccc1Oc1ccccc1)Nc1cccc(Cl)c1Cl	-1	-9	3	3	21	94	0	79	2.0
NS(=O)(=O)c1ccc(CCNC(=O)NC2(C(F)(F)F)Oc3ccccc3O2)cc1	0	2	6	2	1	95	6	.	0.3
COc1ccc(N(C(=O)c2snc(C(N)=O)c2N)C(C(=O)NC2CCCC2)c2ccc(C)o2)c(OC)c1 (centres undefined)	-10	-2	0	0	5	104	7	97	-2.3
Cc1nc(C(=O)O)nn1-c1cc(Cl)ccc1Cl	5	1	6	4	2	100	0	103	1.1
CCC(=O)N1CCCC(C(=O)c2ccc(-c3ccccc3)cc2)C1 (centres undefined)	-2	4	0	-1	4	93	6	92	1.3
O=C(/C=C/c1ccccc1)NC(=S)Nc1ccc(N2CCOCC2)cc1	7	-1	1	7	10	106	6	100	-0.1

Quoted at random: 2 entries already listed.
SMILES	MCL1-BIM inh	Fam108B counter	GRK2 inh	BCLXL inh	VLA-4 inh	AGP1-GFP MLPCN	GLD-1 RNA inh	CIT2-GFP yeast	MEX-5 binding
Cc1ccc(NC(=O)Nc2ccc3c(c2)nc(C)n3C)cc1	8	2	2	8	-1	107	6	102	-2.1
COc1ccc(S(=O)(=O)N(CCCN2CCCC2=O)Cc2cc3c(C)ccc(C)c3[nH]c2=O)cc1	0	-5	0	-6	8	111	-1	106	1.1

Going on with the list.
SMILES	MCL1-BIM inh	Fam108B counter	GRK2 inh	BCLXL inh	VLA-4 inh	AGP1-GFP MLPCN	GLD-1 RNA inh	CIT2-GFP yeast	MEX-5 binding
Cc1cc(=O)c(C(=O)O)nn1-c1ccccc1F	-2	1	0	2	-4	97	6	104	2.5
O=C(CCNC(=O)c1ccccc1Cl)Nc1ccc(S(=O)(=O)Nc2ncccn2)cc1	-10	-2	3	-5	-9	97	-1	104	-2.5
O=C(NCc1cccnc1)c1cc(-c2ccc(Cl)cc2)oc1C(F)(F)F	6	-6	0	3	2	102	11	95	1.2
CCN1C(=O)/C(=C2/SC(C)=C(C)N2CC)SC1=S	4	-1	3	0	8	101	-2	97	1.3
Cc1ccc(C(=O)OCC(=O)NCc2ccco2)cc1S(=O)(=O)N1CCOCC1	0	-1	1	4	4	102	-1	97	0.9
Cc1nc(-c2coc3cc(C)c(N=O)c(O)c3/c2=N\N)cs1	2	-1	0	-1	14	107	2	103	-13
CCc1nnc(NC(=O)CSc2nnc(-c3c[nH]c4ccccc34)n2CC)s1	-6	-2	7	-10	33	95	3	99	-0.3
CCOC(=O)[C@H](CCc1ccccc1)N[C@@H](C)C(=O)N1CCC[C@@H]1C(=O)O	7	0	0	-1	37	90	0	88	.
CCN(CC)S(=O)(=O)c1ccc(S(=O)(=O)N2CCCC(C(=O)NC3CC3)C2)cc1 (centres undefined)	8	3	1	5	11	109	5	108	2.9
O=C(CSc1cccc2cccnc12)Nc1ccc(S(=O)(=O)N2CCOCC2)cc1	-4	1	2	7	-14	92	0	76	-2.8
O=C(c1cccc(Br)c1)c1coc2ccc(O)cc12	0	.	1	-2	-10	82	7	80	.
CSc1ccccc1NC(=O)CN1c2ccccc2CC1C (centres undefined)	-7	-5	2	2	-2	105	1	96	-0.4
O=C(COC(=O)C1CCCN1C(=O)c1cccs1)c1ccccc1 (centres undefined)	4	6	0	-3	21	106	-2	104	-0.5
COc1cc(C(=S)N2CCC(C(N)=O)CC2)ccc1O	12	2	0	9	-14	97	-1	96	.
Cn1nc(C(F)(F)F)c(C#N)c1N1CCN(c2ccccc2)CC1	5	-6	0	9	-9	73	-2	71	1.2
COc1ccc(-c2cc3ccccc3s2)cc1[C@H]1[C@H]2C=CC[C@@H](C)[C@@H]2C(=O)N1Cc1ccccc1	2	1	4	2	0	85	8	76	1.0
C/C(=N\NC(=O)CSc1nc(C)cc(C)n1)c1ccc2c(c1)OCCO2	-3	-5	0	-2	15	95	-7	104	-1.2
COc1ccc(C(=O)CSc2n[nH]c(C)n2)cc1[N+](=O)[O-]	2	6	0	0	-8	105	-9	103	-2.1
O=C(NCCN1CCOCC1)c1cc(Cl)ccc1[N+](=O)[O-]	-3	0	0	4	6	96	-12	93	-1.1
CC(C)[C@H](NC(=O)N1c2ccccc2NC(=O)[C@@H]1C(C)C)C(=O)N[C@@H](Cc1c[nH]c2ccccc12)C(=O)O	-4	-2	1	-3	6	107	3	111	2.9
COc1ccc(N(CC(=O)Nc2ccc(C(C)C)cc2)S(=O)(=O)c2c(C)noc2C)cc1	0	1	0	2	3	107	7	114	-2.6
O=C(Nc1c2c(nn1-c1ccccc1)CS(=O)(=O)C2)c1ccccc1Br	3	-3	13	2	4	101	0	117	-3.4
CCOC(=O)C1=C(C)NC(C)=C(C(=O)OCC)C1c1ccc(O)cc1	3	0	0	4	0	100	-4	97	-4.7
COc1ccc(-c2nc(C)c(C(C)=O)n2O)cc1[N+](=O)[O-]	-2	0	4	4	11	103	4	101	-2.5
COC(=O)c1ccc(CSc2nnc(-c3ccncc3)o2)o1	0	1	0	0	5	98	4	79	-0.4
CCN1CCN(C(=O)CN2C(=O)COc3ccc(S(=O)(=O)N4CCOCC4)cc32)CC1	-4	-4	0	1	-1	105	1	104	0.7
COCC(C)n1c(SCc2cc(C(=O)OC)c(C)o2)nc2ccccc2c1=O (centres undefined)	0	3	4	2	-4	99	5	96	-2.5
C/C(=N\NC(=O)c1cccs1)c1ccc2c(c1)OCO2	5	-2	0	4	2	94	-5	93	0.4
CCC(=O)NNc1nc2c(C)cccc2s1	-3	-1	0	-3	-6	95	2	90	-0.9
Cc1ccc2nc(C3CCN(CC(=O)Nc4ccc5c(c4)OCCO5)CC3)[nH]c2c1	5	2	0	5	6	98	1	96	-0.1
CCCS(=O)(=O)N1CCC(C(=O)NCCCOCC)CC1	-4	6	0	-4	2	105	6	106	-0.5
Cc1c(N2CCCC2)cc2c(c1NC(=O)c1ccccc1Cl)C(C)(C)CC2(C)C	-2	-8	0	-3	-31	94	-12	99	3.0
O=C(Cc1ccccc1Cl)N1CCOCC1	1	5	20	1	5	94	-4	101	1.3
COc1ccc(-c2csc3ncnc(Oc4cccc5ccc(C)nc45)c23)cc1	-12	-7	0	-3	1	103	2	90	-1.7
O=C(COC(=O)/C=C/c1ccc(C(F)(F)F)cc1)NCC1CCCCC1	-5	-1	3	-1	4	107	-2	98	-3.1
Cc1nc(SCC(=O)c2c[nH]c3ccccc23)n[nH]1	6	0	0	0	-9	100	-2	93	-3.8
CCN(Cc1nc2cc(Cl)ccc2c(=O)[nH]1)C(=O)c1ccc(C)c(NC(=O)c2ccco2)c1	-11	.	4	-3	-2	97	0	97	.
CC(CC(=O)O)CC(=O)Nc1cc([N+](=O)[O-])ccc1O (centres undefined)	-4	1	1	5	-4	102	0	99	0.5
Cc1cc([N+](=O)[O-])nn1CCCC(=O)Nc1ccc(Cl)cc1Cl	-2	-1	7	4	-1	100	0	87	1.3
COc1cc(C(=O)N2CCN(Cc3ccc4c(c3)OCO4)CC2)cc(OC)c1OC	12	11	15	11	-6	100	6	102	-1.3
COc1ccccc1C(=O)N1CCN=C1c1ccccc1	2	1	2	2	4	100	-5	90	1.7
COc1ccc(/C=N/Nc2c(Cl)cc(Cl)cc2Cl)cc1CN1CCOCC1	4	-2	0	2	0	109	4	106	5.1
CN(Cc1ccccc1)C(=O)C1CCCN(Cc2cccc(Cl)c2)C1 (centres undefined)	-2	2	3	0	10	81	5	101	-0.9
COc1ccc(N2CCN(S(=O)(=O)CCNC(=O)COc3ccccc3OC)CC2)cc1	2	0	4	5	-5	100	-4	98	0.4
CCn1c(SCc2nc(CC(=O)Nc3ccccc3OC)no2)nnc1-c1cccs1	-8	-2	0	-3	7	94	4	97	2.9
CCOC(=O)C1=C(c2ccccc2)N(C)C(=O)NC1c1ccc(O)c(OC)c1 (centres undefined)	0	0	5	6	5	96	6	96	-1.3
O=C(COC(=O)CNC(=O)c1ccccc1Cl)NC1CC1	.	.	1	.	-8	101	3	102	.
CCc1ccc(Nc2c([N+](=O)[O-])c(=O)oc3ccccc23)cc1	-3	2	.	4	-5	97	0	87	-4.5
O=C(O)c1ccc2c(c1)CC(c1ccccc1)OC2=O (centres undefined)	3	3	1	8	-2	96	0	95	-0.3
N#C/C(=N\Nc1ccc(Cl)cc1)C(=N)N1CCCCC1	-3	1	0	0	13	98	-7	95	-0.6
COc1cccc(NC(=O)Cn2c(=O)n(-c3cc(OC)c(OC)c(OC)c3)c(=O)c3ccccc32)c1	2	-5	0	4	-5	101	5	108	-1.7
Cc1ccccc1-c1nc(CS(=O)(=O)CC(=O)NCCCN2CC(C)CC(C)C2)c(C)o1 (centres undefined)	5	-1	0	3	4	102	4	113	0.7
Cc1cc2nnc(SCC(=O)NCc3cccs3)n2c2ccccc12	-2	2	0	-1	-14	101	-6	105	-1.0
Cc1ccc2[nH]ccc(=O)c2c1	-2	5	4	3	30	90	-7	101	-4.3
